Screening results from PubChem.
MLL CXXC-DNA inh: inhibitors of human MLL CXXC domain-DNA interaction; Q03164; MLL-CXXC / FITC-HOXA9 DNA fluorescence polarization; Potency, µM (highest dose often 115 µM), without a hit: top-dose activity change, negative = inhibition, actives largely listed as inhibitors; hit rate 0.037% among 290,000; AID 2662; active = well fitted inhibition curve with a large enough effect in the polarisation, with a control signal flat, not every such curve was filed as active; inconclusive = small, poorly fitted or top-dose-only effect, or effect the other way, or a change in a side signal; inactive = no such curve, though single readings can be large or run the other way; the % refers to the polarisation; note: potency is the fitted concentration of half-maximal effect
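Steps: dispense CXXC domain solution (7 uM) → pin compounds or unlabeled HOX-A9 DNA control → 5 min ambient → add FLSN-HOX-A9 solution (50 nM) → spin → 30 min ambient → fluorescence polarization. Tris pH 7.5/NaCl/DTT/BSA buffer.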
KCNH2 WT inh: blocks the wildtype human KCNH2 potassium channel; AID 720551; Q12809; U2OS, BacMam KCNH2, thallium flux FluxOr; hits give low values; hit rate 0.37% among 340,000; activity change, % at 1.84 µM;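 active = maximum activity change below -70%; inconclusive = maximum activity change between -70% and -50%; inactive = maximum activity change above -50%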; note: % is set by controls: 0 for no effect and ±100 for the full control effect
Target sequence (Q12809 whole entry, looked up): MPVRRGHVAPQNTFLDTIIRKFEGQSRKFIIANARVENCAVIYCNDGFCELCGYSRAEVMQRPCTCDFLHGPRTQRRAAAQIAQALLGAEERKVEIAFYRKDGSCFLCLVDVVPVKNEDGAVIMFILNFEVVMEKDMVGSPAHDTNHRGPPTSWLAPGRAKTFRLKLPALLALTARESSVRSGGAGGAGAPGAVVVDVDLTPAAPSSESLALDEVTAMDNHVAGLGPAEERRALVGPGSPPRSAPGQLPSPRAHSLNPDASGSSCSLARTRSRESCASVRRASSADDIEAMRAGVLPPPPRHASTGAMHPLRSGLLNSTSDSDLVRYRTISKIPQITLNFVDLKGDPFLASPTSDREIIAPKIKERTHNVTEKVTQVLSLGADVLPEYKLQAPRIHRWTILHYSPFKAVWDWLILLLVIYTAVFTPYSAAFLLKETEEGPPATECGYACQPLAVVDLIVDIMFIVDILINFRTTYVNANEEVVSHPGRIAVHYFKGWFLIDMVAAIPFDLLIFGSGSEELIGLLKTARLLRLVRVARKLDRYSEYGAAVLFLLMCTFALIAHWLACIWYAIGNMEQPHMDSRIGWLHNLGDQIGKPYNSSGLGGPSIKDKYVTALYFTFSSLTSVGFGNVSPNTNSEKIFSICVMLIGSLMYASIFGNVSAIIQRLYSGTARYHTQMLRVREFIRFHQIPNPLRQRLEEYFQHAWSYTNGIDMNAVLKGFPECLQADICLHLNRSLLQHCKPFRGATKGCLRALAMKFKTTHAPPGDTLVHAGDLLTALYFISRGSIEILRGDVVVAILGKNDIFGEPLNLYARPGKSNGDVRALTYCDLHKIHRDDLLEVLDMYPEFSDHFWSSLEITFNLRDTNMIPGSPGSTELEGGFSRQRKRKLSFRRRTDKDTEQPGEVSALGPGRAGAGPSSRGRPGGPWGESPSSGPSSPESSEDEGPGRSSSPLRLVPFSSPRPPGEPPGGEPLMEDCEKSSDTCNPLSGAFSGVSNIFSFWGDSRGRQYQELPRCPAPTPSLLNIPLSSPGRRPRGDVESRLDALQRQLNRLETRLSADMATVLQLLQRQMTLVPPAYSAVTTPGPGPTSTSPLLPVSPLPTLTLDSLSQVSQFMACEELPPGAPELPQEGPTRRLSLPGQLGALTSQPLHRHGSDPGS
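U2OS cells transduced with wild-type KCNH2 virus are loaded with FluxOr dye for 45 min, and thallium flux is measured in kinetic reads before and after stimulation buffer. Rate constants are normalized to DMSO controls.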
PKM2 activator: increases activity of human pyruvate kinase M2; P14618; purified PKM2, Kinase-Glo ATP luminescence, activation; response scale: 0% is enzyme alone, no compound; Potency, µM (titrated, usually from 57.5 µM), without a hit: at the top dose activation, hits mostly activators; hit rate 0.34% among 260,000; AID 1631; note: potency is the fitted concentration of half-maximal effect; % is set by controls: 0 for no effect and ±100 for the full control effect; nearly all actives have a fitted effect of over 55% in size
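Kinase-Glo luminescence reports ATP generated from ADP (0.1 mM) and PEP (0.5 mM) by purified hPK-M2 after 1 h at room temperature, pH 7.2 imidazole buffer; intermediate enzyme activity allows detecting inhibitors and activators.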
KCNH2 3.1 inh: blocks the human KCNH2 3.1 channel isoform | U2OS KCNH2 3.1, thallium flux FluxOr; hits give low values | activity change, % (tested at about 1.8 µM) | hit rate 0.95% among 340,000;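 active = maximum activity change below -70%; inconclusive = maximum activity change from -70% to -50%; inactive = maximum activity change above -50%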;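 note: thallium influx rate constant from kinetic fluorescence after stimulation buffer; % is set by controls: 0 for no effect and ±100 for the full control effect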
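U2OS cells transduced with KCNH2 3.1 mutant virus (1.77 x 10^8 /mL, 4 h), plated overnight at 37 C, loaded 45 min with FluxOr dye plus Red40 quencher. Thallium flux rate constant from kinetic reads after stimulation buffer, normalised to controls.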
B2AR arrestin: agonists driving beta-arrestin recruitment to human beta2-adrenergic receptor; P07550; AID 492947; beta-arrestin recruitment to beta2AR, cell-based reporter; Potency, µM (series often up to 46.1 µM), for inactives: at the top dose activation, usual class: activators; hit rate 0.02% among 330,000;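 note: potency is the fitted concentration of half-maximal effect; 0% = DMSO controls and full agonism = EC100 isoproterenol or metaproterenol; nearly all actives have a fitted effect of over 65% in size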
Giardia killer: Giardia lamblia killing. Giardia lamblia trophozoite viability. activity change, % at 7.66 µM, hits read low. hit rate 0.15% among 340,000; in the data active = activity change below about -80%; inconclusive = between about -30% and that limit;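 note: parasites exposed to compound for two days anaerobically before the ATP read; % is set by controls: 0 for no effect and ±100 for the full control effect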
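Luminescent ATP signal served as the viability read-out, measured 15-30 min after adding ATP detection reagent to trophozoites that had been incubated with compounds for 48 hrs at 37 deg C anaerobically at 100 cells/well.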
Menin MLL FP TR: inhibitors of human menin-MLL interaction, mutant MLL peptide; O00255; Menin + Texas Red MLL mutant peptide, fluorescence polarization; Potency, µM (series often up to 61.6 µM), for the others: at the highest dose FP activity change, negative = inhibition, most hits filed as inhibitors; hit rate 0.23% among 270,000; AID 1768; active = well fitted inhibition curve with a large enough effect in the polarisation, with a control signal flat, not every such curve was filed as active; inconclusive = small, poorly fitted or top-dose-only effect, or effect the other way, or a change in a side signal; inactive = no such curve, though single readings can be large or run the other way; the % refers to the polarisation; note: potency is the fitted concentration of half-maximal effect; % of control where 0% means no effect; many of its hits are not listed in these tables
GALK inh: blocks human galactokinase activity | P51570 | Purified GALK, Kinase-Glo residual ATP luminescence | Potency, µM (doses to about 57.5 µM), without a hit: top-dose activity change, negative = inhibition, most hits filed as inhibitors | hit rate 0.007% among 270,000; note: potency is the fitted concentration of half-maximal effect; % is set by controls: 0 for no effect and ±100 for the full control effect
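Luminescence from leftover ATP (Ultra-Glo luciferase/luciferin) served as read-out after a 1 h room-temperature reaction of 5 nM GALK with 35 uM ATP and 100 uM galactose.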
TRPV1 agonist: human TRPV1 agonism | TRPV1-expressing cells, Fluo-8 calcium influx, agonist mode | activation, % at 8.33 µM | hit rate 0.19% among 320,000 | AID 540275; in the data active = activation above about 80%; inconclusive = between about 30% and that limit; note: 0% is about no effect
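Fluo-8 calcium influx in TRPV1-expressing cells, kinetic read (ex 480/em 520 nm). Compound added and read 3 min for agonist activity, followed by capsaicin at EC20 final and 2 min further read for enhancement.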
USP2a block: inhibitors of human ubiquitin-specific protease USP2a. hit rate 0.01% among 330,000. Potency, µM (titrated, usually from 38.3 µM), without a hit: top-dose activity change, negative = inhibition, hits mostly inhibitors. O75604. AID 463254. USP2 core, Ub-CHOP2 coupled fluorogenic reporter, 485/531;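 note: potency is the fitted concentration of half-maximal effect; plate controls were DMSO wells for no effect and full inhibition by NEM control for full effect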
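Cell-free coupled assay: 10nM USP2 core preincubated 30min RT with compound in Tris-HCl pH 8.0/CaCl2/CHAPS buffer, then 25nM Ub-CHOP2 and 25nM reporter substrate; fluorescence (Ex 485/Em 531) read after 60min RT, normalized to NEM inhibition, concentration-response curves fitted.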
FBPA coupling cs: coupling enzyme interference in Giardia aldolase counter-screen; coupling enzyme system counterscreen, AmpLite Red fluorescence; activity change, negative = inhibition, % at 58.2 µM, hits read low; hit rate 0.67% among 290,000; AID 2472; in the data active = activity change below about -30%; note: % is set by controls: 0 for no effect and ±100 for the full control effect
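Counterscreen of the coupled detection system alone, without aldolase: glyceraldehyde-3-phosphate coupling enzymes plus AmpLite Red readout. Compounds at 57.5 uM final, 10 min RT preincubation, 20 min RT reaction, fluorescence 525/598 nm.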
Numbers without * were called inactive; ? = inconclusive; / = no result given; [ ] = another dose, or the depositor's remark. Unless noted, calls come from the whole dose curve; as a rule, active = well fitted curve in the direction sought with a large enough effect; inconclusive = small, poorly fitted or top-dose-only effect, or another doubt; inactive = no such curve, though single readings can be large; an effect the other way counts as inactive or inconclusive.

SMILES	MLL CXXC-DNA inh	KCNH2 WT inh	PKM2 activator	KCNH2 3.1 inh	B2AR arrestin	Giardia killer	Menin MLL FP TR	GALK inh	TRPV1 agonist	USP2a block	FBPA coupling cs
COc1ccccc1C1CCN(c2ccc([N+](=O)[O-])cn2)CC1	4.3%	-4.1	-5.4%	-5.5	5.9%	-23.0	/	8.4%	/	-3.8%	1.5
Cc1ccc(CS(=O)(=O)CC(C)(O)c2ccccc2)cc1 (stereo not given)	-5.1%	-6.8	/	13.8	0.4%	16.0	-4.2%	/	-4.6	0.3%	-1.1
CC(Oc1ccccc1)C(=O)OCC(=O)N1CC(=O)Nc2ccccc21 (stereo not given)	4.3%	-3.4	-0.6%	34.4	0.5%	-1.9	-0.4%	11.5%	1.5	-6.7%	2.7
CCOc1ccc(CN2CCN(Cc3cccn3-c3cccnc3)CC2CCO)cc1 (stereo not given)	-4.5%	-45.5	-0.1%	9.1	-0.9%	8.9	-12.9%	5.4%	2.5	-0.9%	1.8
Cc1cc(C)c(NC(=O)CN(C)CC(=O)N(C)CC(=O)Nc2c(Cl)cccc2Cl)c(C)c1	/	1.8	/	-2.3	0.0%	-16.1	/	/	-2.6	1.8%	/
COc1cccc(-c2nn(C)c3sc(C(=O)NCc4ccccn4)cc23)c1	13.4%	1.1	0.5%	-11.3	-0.2%	0.7	-19.9%	-0.2%	20.8	0.8%	2.0
O=C1C(Cl)=C(N2CCCCC2)C(=O)N1c1ccccc1	-0.8%	-12.5	19.0%	-5.4	3.7%	6.0	-6.9%	0.3%	22.6	-3.6%	2.9
CC(C)(C)OC(=O)NCCCC[C@H](NC(=O)c1[nH]cnc1C(=O)Nc1ccc(Cl)cc1)C(=O)OC(C)(C)C	?	-0.9	-10.1%	-20.3	-0.3%	-2.8	/	0.3%	4.0	-5.7%	-3.6
Cc1ccc(NC(=O)/C(=C\c2ccc3c(c2)OCO3)NC(=O)c2ccco2)cc1	-5.7%	-8.1	-5.0%	-15.6	-0.7%	-7.5	-7.3%	-1.8%	4.7	-0.4%	-0.5
Cc1ccsc1/C=C1/SC(=O)N(CC(=O)N2CCOCC2)C1=O	6.0%	-8.6	6.4%	-1.0	-0.9%	5.1	-7.4%	-0.7%	26.5	0.4%	0.8
COc1ccc(C2C(C(=O)N3CCOCC3)CCC(=O)N2c2cc(OC)c(OC)c(OC)c2)cc1 (stereo not given)	-1.8%	-5.5	-6.1%	-1.2	0.3%	8.9	-11.0%	-2.3%	0.8	-1.0%	0.6
COc1ccc2cc(CN(CCc3ccccc3)Cc3nnnn3Cc3ccco3)c(=O)[nH]c2c1	0.0%	0.5	19.1%	-12.0	0.1%	-15.1	4.1%	10.9%	0.8	-7.5%	-0.8
CC(C)C(NS(=O)(=O)c1cccs1)C(=O)NCCN1CCN(c2ccccc2)CC1 (stereo not given)	-0.7%	9.4	-4.6%	5.5	0.4%	-0.6	11.8%	-0.7%	-1.4	0.7%	2.4
CC1Cc2ccccc2N1C(=O)CSc1nc2ccccc2n1CC(=O)N1CCOCC1 (stereo not given)	0.9%	3.9	-0.1%	33.9	0.2%	-8.8	2.4%	-2.6%	4.0	0.1%	0.5
Cc1ccc(C)c(/C=N/n2cc(-c3ccccc3)[nH]c2=S)c1	3.0%	-1.2	0.9%	16.9	0.7%	-10.7	-9.5%	0.2%	6.6	-1.1%	-7.9
CCCCOC(=O)c1ccc(OC(=O)N2CCOCC2)cc1	-0.5%	-2.6	2.1%[0.46 µM]	6.8	-0.1%	?	-10.1%	4.0%	21.8	-1.8%	1.6
O=C(NCCc1ccccc1)C1CCCN1C(=O)Nc1ccc(Cl)cc1 (stereo not given)	-4.0%	-6.9	-4.6%[11.5 µM]	-0.4	-0.5%	-1.9	15.2%	10.0%	-3.0	-0.6%	4.9
CCCCCCCC(=O)OC(CN1CCCCCC1)CN1CCCC1=O (stereo not given)	-4.0%	-0.7	3.5%	-0.1	0.5%	-8.2	/	1.1%	0.6	-0.1%	7.7
CCOC(=O)C1CCCN(C(=S)Nc2ccc(S(=O)(=O)N3CCOCC3)cc2)C1 (stereo not given)	/	-6.4	/	-15.7	0.9%	12.4	/	/	/	-0.6%	/
CC(=O)Oc1ccc(C(=O)Nc2ccc(S(=O)(=O)NCC3CCCO3)cc2)cc1 (stereo not given)	54.1%[activator]	7.7	1.5%	1.0	0.0%	12.0	21.2%	-1.4%	-0.2	3.5%	0.5
CN(C)S(=O)(=O)c1ccc(Cl)c(NC(=O)CSc2nc3c(cc2C#N)C(=O)CC(C)(C)C3)c1	5.5%	1.4	9.7%	3.8	-0.9%	8.2	13.9%	0.1%	-10.9	0.5%	0.1
Cc1ccc(C(=O)NC(=C(Cl)Cl)S(=O)(=O)c2ccc(Cl)cc2)cc1	?	-0.7	-4.2%	4.3	0.4%	55.9[activator]	12.3%	-5.5%	23.4	1.8%	-0.5
O=C(c1cccs1)c1ccc(-c2cccs2)s1	12.8%	3.2	-15.9%	2.3	0.0%	-25.5	?	18.6%	1.1	-6.5%	-4.8
Cc1cc(C)cc(NC(=O)CSc2nnc(Cn3c(=O)sc4ccccc43)n2C)c1	-0.8%	2.5	3.0%	9.0	-0.3%	-6.8	-3.5%	-2.0%	-0.7	-2.2%	-1.8
CCc1ccc2[nH]c(=O)c(CN(Cc3ccccc3OC)Cc3nnnn3Cc3ccco3)cc2c1	8.1%	-9.7	11.0%	-0.5	-0.2%	25.8	0.9%	0.0%	5.3	0.6%	-0.4
SMILES	MLL CXXC-DNA inh	KCNH2 WT inh	PKM2 activator	KCNH2 3.1 inh	B2AR arrestin	Giardia killer	Menin MLL FP TR	GALK inh	TRPV1 agonist	USP2a block	FBPA coupling cs
O=C(CN1C2=NCCN2c2ccccc21)c1cccs1	8.1%	5.1	-3.4%	-14.1	-2.5%	9.9	-1.0%	0.6%	-2.2	-0.6%	1.7
Cc1nc(CNS(=O)(=O)c2cc([N+](=O)[O-])ccc2C)cs1	-4.2%	4.4	3.6%	4.5	-0.5%	3.1	/	-0.6%	-3.9	-1.0%	0.3
CCCCCCn1c(SCC(C)C)nc2c1c(=O)[nH]c(=O)n2C	-6.9%	-2.7	2.5%	-19.8	-0.2%	-4.2	-7.3%	0.5%	17.8	-1.2%	0.0
CS(=O)(=O)N1CCc2cc(C(=O)Nc3ccccc3Cl)ccc21	2.5%	-4.6	-0.9%	12.9	-0.6%	5.9	13.7%	/	?	1.0%	-1.1
O=C(O)CSc1nc2sc3c(c2c(=O)n1Cc1ccccc1)CCCCC3	10.9%	-4.0	/	4.1	-0.2%	-7.1	?	-4.2%	-2.7	-0.8%	15.1
Cc1ccccc1CNC(=O)CCCC(=O)n1nc(C)c2ccccc21	8.9%	-8.2	5.1%	-5.4	-1.0%	-6.2	-1.2%	7.3%	22.6	2.5%	2.8
CCn1nc(C(=O)OCc2c(C)noc2C)c2ccccc2c1=O	-1.0%	1.6	1.9%	5.5	0.0%	-6.4	-1.1%	-1.4%	-0.3	1.5%	1.9
O=c1oc2ccccc2cc1-c1csc(Nc2nc3c(F)cccc3s2)n1	-1.8%	-4.8	-14.1%	13.2	0.1%	-0.2	?	-3.1%	-2.0	1.9%	-0.1
Cc1ccc(NC(=O)c2ccc3c(c2)nnn3C)cc1	-0.6%	0.9	-0.9%	-6.7	-0.9%	-8.7	-15.0%	2.7%	?	1.6%	-0.5
Nc1nc(SCc2nc3sc4c(c3c(=O)[nH]2)CCCC4)n[nH]1	14.4%	-3.2	1.4%	9.9	-1.4%	-23.2	-4.6%	-2.7%	?	0.2%	1.0
COC(=O)c1cc(=O)nc2sc(-c3cccs3)nn12	-0.3%	-0.7	-1.3%	-3.7	0.1%	4.7	1.5%	-2.2%	-0.4	2.1%	1.2
Cc1ccc(CSc2ccc3nnc(-c4ccccn4)n3n2)cc1	-11.8%	0.4	-20.8%	-7.6	-0.3%	-22.3	?	-0.5%	-2.4	7.8%	0.4
O=C(CCNC(=O)c1ccco1)Nc1ccc(Cl)c(C(F)(F)F)c1	-4.6%	-2.7	-1.3%	5.2	0.0%	0.9	-3.5%	0.5%	15.3	1.1%	-2.5
CC(C)(Cc1ccccc1)/[N+]([O-])=C\c1ccccc1	/	-1.0	/	6.4	-0.1%	-18.3	/	/	4.7	3.6%	/
COc1ccc(CCNC(=O)c2ccccc2OCc2c(C)noc2C)cc1	/	-13.6	/	12.3	0.0%	-13.1	/	/	19.8	3.5%	/

These rows are one share of the data. The share of hits here may be higher or lower than overall.
